GalR3 antagonist = human GalR3 antagonism; O60755; HEK293 GalR3-CNG cAMP membrane potential fluorescence; galR3 body fused to GalR1 C-terminus; inhibition, % at 3 µM; 360,000 tested, 0.44% active; AID 651719;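 active = inhibition above the screen-wide average plus 3 SD, cut at about 13% in these data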;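 also: forskolin and galanin both at EC90 stimulate the cells; cAMP rise reported by CNG channel membrane potential dye signal; 0% = forskolin plus galanin with DMSO and 100% = forskolin alone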
VIM-2 inh = inhibitors of Pseudomonas aeruginosa VIM-2 metallo-beta-lactamase; purified VIM-2, nitrocefin hydrolysis, epi-absorbance fluorescence; inhibition, % at 5.6 µM; 290,000 tested, 0.89% active;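 active = inhibition above the mean of all tested compounds plus 3 SD, cutoff set per screening run, cut at about 7.5% in these data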;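 also: red hydrolysis product quenches plate fluorescence so inhibitors raise well fluorescence; 0% = enzyme with DMSO and 100% = DMSO without enzyme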
DNA FID counter = counter-screen for HCV NS3 helicase inhibitors: DNA intercalator displacement; DNA fluorescent intercalator displacement, fluorescence; inhibition, % at 7.9 µM; AID 1845; 290,000 tested, 0.17% active; in the data active = inhibition above about 37%;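 also: 0% = vehicle and 100% = reference compound; higher means more ethidium bromide displaced from hairpin DNA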
NS3 helicase inh = blocks Hepatitis C virus NS3 helicase unwinding; NS3 helicase DNA unwinding, Cy5 molecular beacon fluorescence; inhibition, % at 10.9 µM; 290,000 tested, 0.56% active;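 active = inhibition above the mean of all tested compounds plus 3 SD, set per campaign, cut at about 35% in these data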;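 also: 0% = DMSO wells and 100% = thioflavine S control wells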
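Assay system – hepatitis C virus NS3 helicase domain fragment enzyme · Buffer or medium – MOPS pH 6.5, MgCl2, DTT, Tween20, BSA · Reagent – Cy5/quencher beacon DNA duplex and ATP to start · Compound – single 10.9 µM dose · Timing – 1 h at 25 °C · Technique – Cy5 beacon fluorescence read at start and 1 h · Measure – % inhibition of unwinding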
IMP-1 inh = inhibitors of Pseudomonas aeruginosa IMP-1 metallo-beta-lactamase; purified IMP-1, nitrocefin hydrolysis, epi-absorbance fluorescence; inhibition, % at 5.6 µM; 290,000 tested, 0.45% active; AID 1556;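 active = inhibition above the mean plus 3 SD of all compounds in the same screening run, cut at about 4.5% in these data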;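 also: 0% = IMP-1 with DMSO and 100% = DMSO wells lacking enzyme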
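assay system = purified recombinant IMP-1 metallo-beta-lactamase enzyme | schedule = 15 min preincubation plus 25 min reaction at 25 °C | signal = Epi-absorbance fluorescence, 480 nm excitation, 530 nm emission | read-out basis = percent inhibition from optical density relative to buffer-blank wells | controls = IMP-1 with DMSO as 0%, enzyme-free DMSO as 100%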
OXTR agonist = human OXTR agonism. P30559. CHO-OTR cells, Fluo-8 calcium fluorescence; normalized: DMSO 0%, oxytocin 100%. activation, % at 3 µM. 320,000 tested, 0.32% active;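 active = activation above the mean of all tested compounds plus 3 SD, cutoff set per screening run, cut at about 20% in these data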;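 also: peak over basal fluorescence ratio from a 100 s FLIPR kinetic read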
GPR7 antag = human neuropeptides B/W receptor 1 antagonism; GPR7-expressing cells, fluorescence antagonist assay; inhibition, % at 4.4 µM; 290,000 tested, 1.1% active; in the data active = inhibition above about 16%, passing the limit was not always enough;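 also: cells stimulated with the agonist NPW; 0% = agonist with vehicle and 100% = vehicle without agonist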
Target sequence (P48145 whole entry, looked up): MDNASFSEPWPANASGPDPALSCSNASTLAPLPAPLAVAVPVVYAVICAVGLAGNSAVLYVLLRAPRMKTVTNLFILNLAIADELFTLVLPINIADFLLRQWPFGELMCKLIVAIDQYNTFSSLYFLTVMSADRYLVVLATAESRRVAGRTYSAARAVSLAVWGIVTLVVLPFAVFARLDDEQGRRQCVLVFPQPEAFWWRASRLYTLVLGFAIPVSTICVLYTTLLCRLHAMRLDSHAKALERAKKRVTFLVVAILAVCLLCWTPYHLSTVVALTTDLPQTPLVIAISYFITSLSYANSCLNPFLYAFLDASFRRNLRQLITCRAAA
V1aR counter = V1a receptor agonism, counter-screen for OXTR agonists. P37288. CHO-V1R cells, Fluo-8 calcium fluorescence, agonist mode; 0% DMSO, 100% 3 nM vasopressin. activation, % at 3 µM. 320,000 tested, 0.25% active;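 active = activation above the mean activation of all tested compounds plus 3 SD, per screening run, cut at about 20% in these data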;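 also: signal is peak over basal fluorescence ratio across a 100 second FLIPR read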
Target sequence (P37288 whole entry, looked up): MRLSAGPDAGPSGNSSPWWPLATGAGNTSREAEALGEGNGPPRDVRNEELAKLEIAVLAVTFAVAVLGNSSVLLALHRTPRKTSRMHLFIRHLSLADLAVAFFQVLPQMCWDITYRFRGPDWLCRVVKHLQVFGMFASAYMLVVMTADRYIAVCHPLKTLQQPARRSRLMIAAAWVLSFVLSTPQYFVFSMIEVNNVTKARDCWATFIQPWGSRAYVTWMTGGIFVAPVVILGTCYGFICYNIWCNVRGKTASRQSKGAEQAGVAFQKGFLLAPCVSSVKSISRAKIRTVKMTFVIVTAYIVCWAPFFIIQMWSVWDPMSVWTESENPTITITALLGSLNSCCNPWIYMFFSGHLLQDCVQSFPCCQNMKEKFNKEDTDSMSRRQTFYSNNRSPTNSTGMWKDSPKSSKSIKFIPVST
PHOSPHO1 inh = inhibitors of human PHOSPHO1 phosphatase; Q8TCT1; inhibition, % at 13.3 µM; 290,000 tested, 1.1% active; recombinant PHOSPHO1, absorbance phosphatase assay; in the data active = inhibition above about 60%
Target sequence (Q8TCT1 whole entry, looked up): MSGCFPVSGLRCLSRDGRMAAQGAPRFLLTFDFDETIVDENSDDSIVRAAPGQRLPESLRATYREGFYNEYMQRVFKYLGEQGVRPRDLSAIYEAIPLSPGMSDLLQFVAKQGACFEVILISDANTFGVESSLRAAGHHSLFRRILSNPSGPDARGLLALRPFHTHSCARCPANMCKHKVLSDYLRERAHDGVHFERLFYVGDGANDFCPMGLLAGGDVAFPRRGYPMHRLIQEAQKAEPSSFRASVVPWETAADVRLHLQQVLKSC
Starred values were filed as active, the others as inactive; x = no result given.

SMILES	GalR3 antagonist	VIM-2 inh	DNA FID counter	NS3 helicase inh	IMP-1 inh	OXTR agonist	GPR7 antag	V1aR counter	PHOSPHO1 inh
O=c1c2ccccc2nnn1CSc1nnc(COc2ccc(Cl)cc2)n1Cc1ccco1	-6	-4.4	0	6	-2.7	0.2	-10	-0.7	37
C=CCNC(=O)C1CC(=O)N(c2ccc(OCC(=O)Nc3ccc(CC)cc3)cc2)C1 (stereo unspecified)	0	-1.9	-46	-5	-2.9	0.5	-3	1.1	30
CN(C)c1ccc(/C=N/NC(=O)c2ccn(C)n2)cc1	2	-2.5	-3	-5	-1.6	0.6	-11	0.7	34
CCC(CC)C(=O)N1CC(=O)Nc2ccc(Br)cc2C1c1ccccc1 (stereo unspecified)	-3	-0.2	-33	-6	-0.4	-1.0	4	4.5	38
COc1ccc(S(=O)(=O)NCC2CCCN(C(=O)c3ccccc3)C2)cc1 (stereo unspecified)	-1	-1.9	-14	-1	-2.6	-2.0	12	-0.3	39
CC(=Nc1ccccc1C(F)(F)F)c1ccncc1	-8	-2.2	2	3	-0.5	3.1	8	1.4	20
Cc1ccccc1C1CC(=O)NC2=C1C(=O)CCC2 (stereo unspecified)	4	-5.2	6	3	-4.6	-0.2	-1	0.6	-9
O=C(CS(=O)(=O)c1ccccc1)c1cc2ccccc2oc1=O	x	-0.7	-19	21	-0.2	-0.5	-14	-0.4	18
O=C(CCCc1nc2ccccc2s1)Nc1ccc(N2CCOCC2)cc1	-10	-2.1	-29	-1	-4.1	0.6	6	-0.2	37
COc1ccc(C(C)(C)C)cc1NC(=O)COC(=O)C(C)C	-5	-1.6	-30	-5	-4.6	-2.0	6	-1.2	-8
O=S(=O)(c1ccc(Cl)cc1)N1CCCC(C(F)(F)F)C1 (stereo unspecified)	-10	-3.0	-1	2	-3.1	-2.4	-14	-1.8	21
COC(=O)c1cc(NC(=O)Cc2cc(OC)c(OC)c(OC)c2)cc(C(=O)OC)c1	-4	-0.7	-28	3	-1.6	-0.2	-2	-0.1	25
C/C(CC(=O)NC(C)(C)C)=N\NC(=O)c1ccco1	-5	-6.8	-2	10	-3.3	-0.7	-6	-0.5	-4
CCN(CC)C(=O)COc1coc(CN2CCN(c3ccccc3)CC2)cc1=O	-9	1.9	-12	-5	-1.2	0.0	-11	0.0	22
Cc1ccc(C(=O)Nc2ccc(NC(=O)c3ccc(C)o3)cc2)o1	-8	-0.7	-18	-1	-1.0	0.8	11	-0.3	45
Cc1ccc(-c2nnc(-c3ccccc3)o2)cc1	-6	-4.1	-6	3	-1.4	-2.5	-8	-0.5	-1
COc1ccc(NC(=O)CSc2nc3sc(C)cc3c(=O)n2C)cc1	-8	-1.4	-10	7	-3.3	1.0	-6	1.7	46
CCOc1ccc(N2CC(C(=O)NCc3cccc(C)c3)CC2=O)cc1 (stereo unspecified)	-2	-3.4	-16	-1	-3.9	-2.2	-8	0.0	-113
COc1ccc(CNc2nc(NCc3ccc(OC)c(OC)c3)n(C(=O)c3cccs3)n2)cc1OC	-9	-0.8	-24	-30	-0.6	2.0	4	2.3	-4
CS(=O)(=O)c1ccc(C(=O)NCc2ccccc2F)cc1	-3	-2.3	-11	-2	-1.3	-0.2	-1	0.5	7
CCOc1ccc(N2C(=O)CC(N3CCC(NC(=O)Nc4ccccc4)CC3)C2=O)cc1 (stereo unspecified)	-1	-0.3	-21	-6	-2.4	-0.5	-17	0.4	-65
COC(=O)CCCN=C1SCCN1Cc1ccccc1	15*	-0.8	-6	-1	0.0	0.7	-3	0.1	37
CSC1=C(C#N)C(c2sccc2C)CC(=O)N1 (stereo unspecified)	-7	2.8	4	-1	-0.5	1.9	-10	0.9	28
Cc1ccc(OCC(=O)O/N=C(\N)Cc2ccc([N+](=O)[O-])cc2)cc1C	-5	-2.0	-3	-17	-1.8	4.0	15	1.9	3
COC(=O)c1cc(C(=O)Nc2cccc(C)n2)cc([N+](=O)[O-])c1	0	-2.8	5	7	-1.4	-0.9	-6	-0.6	4
O=C1CC(c2ccco2)CC(O)=C1C=NCC1CCNCC1 (stereo unspecified)	2	-2.3	5	0	-1.8	1.2	0	1.9	9
COc1cc(CNn2cn[nH]c2=S)cc(Br)c1OCc1ccccc1F	-5	-3.3	-28	-13	-3.8	2.3	8	0.2	-30
COc1ccc(/C(C)=N/Nc2nc3ccccc3n3cnnc23)cc1OC	-7	-2.1	-1	-2	-2.0	-1.1	-14	-1.5	18
CC(/C=C/C=C/c1ccccc1)=N/NC(=O)CNc1ccccc1C	-9	-3.4	4	4	-1.5	1.8	0	0.7	0
Cn1cccc1Cc1nnc(SCC(=O)NCc2ccco2)n1CCc1ccccc1	-4	-1.6	-39	36*	-2.4	-0.5	-2	-0.7	14
O=C(O)c1ccccc1C(=O)NCCCn1ccnc1	-8	-1.2	-1	1	-3.9	1.1	-17	-1.2	-1
CC1=C(C(=O)OCc2ccccc2)C(c2ccc(C#N)cc2)NC(=O)N1CCCC(=O)O (stereo unspecified)	-8	-2.4	-39	3	-2.8	-0.5	-5	0.7	11
COc1ccc(-c2oc3c(OC)c(OC)c(OC)c(O)c3c(=O)c2OC)cc1OC	-6	0.2	-16	10	-1.0	-2.1	-22	-1.6	-24
CCN(Cc1nc(-c2ccc(Cl)cc2)no1)CC1CCCO1 (stereo unspecified)	3	-1.2	-4	6	-2.5	-0.4	-22	0.7	50
N/C(Cc1nc(-c2ccc(Br)cc2)cs1)=N\O	-4	-1.9	0	2	-2.5	0.8	-3	1.5	-18
COc1ccc(-n2nc(C(=O)NCC(=O)NCCCN3CC(C)CC(C)C3)c3ccccc3c2=O)cc1 (stereo unspecified)	-10	-2.0	9	17	-2.4	0.1	-10	0.6	32
CS(=O)(=O)N(CC(=O)Nc1ccc(Br)cc1)C1CCCCC1	-6	-1.9	-12	-1	-3.8	-0.4	-7	-0.6	30
CCOc1ccc(S(=O)(=O)Nc2ccc(S(=O)(=O)Nc3cc(OC)ccc3OC)cc2)cc1	-3	-0.5	-12	-8	-4.7	5.3	8	6.4	-3
O=C(C(c1ccccc1)c1ccccc1)N1CCOCC1	1	-3.6	-3	1	-2.9	-0.6	-7	0.2	-4
C=CCOn1c(=O)c(-c2ccc(Cl)cc2)[n+]([O-])c2ccccc21	-9	-0.8	-1	-10	-4.0	x	-6	x	10
COc1cccc(-c2nc(CS(=O)CC(=O)NCCc3ccc(C)cc3)c(C)o2)c1 (stereo unspecified)	0	-2.9	-51	-12	-2.5	-0.8	-8	1.6	22
CC(NC(=O)/C(=C\c1cccc([N+](=O)[O-])c1)NC(=O)c1ccco1)C(=O)O (stereo unspecified)	1	-2.2	2	-2	-1.8	0.6	-6	0.8	2
COc1ccc(NC(=S)NN2C(C)CCCC2C)cc1 (stereo unspecified)	-1	-1.4	-8	-2	-1.7	-1.2	4	1.1	-6
N#Cc1ccc(Cn2c(=O)oc3ccccc32)cc1	-5	0.7	-7	-12	-2.0	-0.9	15	0.8	x
CCCCCCN(C(=O)CCCCCN1C(=O)NC(c2ccc(-c3ccccc3)cc2)C(C(=O)OCc2ccccc2)=C1C)C(C)C(=O)NCCCC (stereo unspecified)	-4	-0.5	-13	17	-0.4	2.4	7	3.2	-18
Cc1nc2ccccc2c(=O)n1CCCN1CCOCC1	-2	-0.9	2	7	-1.4	0.2	-10	1.0	43
CC1=CS/C(=C(/C#N)C(=O)N2CCCCC2)N1c1ccccc1	-3	-1.3	-4	-5	-1.4	-0.9	11	1.0	-27
C#CCNC(=O)C1=C[C@H](c2ccc3c(c2)OCO3)[C@@H](CCCO)[C@H](OCC)O1	1	-1.7	-9	-5	-1.7	-0.2	-19	-0.1	26
O=C(NCCCCc1ccccc1)Nc1cccc(F)c1	-8	-0.8	-14	-5	-5.2	3.1	-24	4.4	36
COc1ccc(/C(O)=C2/C(=O)C(=O)N(CCN(C)C)C2c2ccc(C)cc2)cc1Cl (stereo unspecified)	-4	-0.5	-1	-5	-2.9	0.1	-2	-0.2	-4
Cc1ccc(NC(=O)Nc2ccc3c(c2)CCC3)cc1	-1	-1.7	-4	4	-1.4	0.3	-6	0.6	8
O=C(NC1(C(F)(F)F)C(=O)Nc2c1c(=O)[nH]c(=O)n2-c1ccccc1)c1ccncc1 (stereo unspecified)	-3	0.2	3	-4	-2.6	2.1	-8	0.8	x
O=C(Cn1cc(C(=O)COc2ccccc2)c2ccccc21)NCc1ccco1	-1	-2.5	-20	44*	-2.6	0.2	10	1.2	7
COc1ccc(N=C(C)C2=C(O)c3ccccc3C2=O)cc1	-2	0.7	-5	3	-1.6	1.8	4	4.2	27
O=C(C[n+]1ccn(CCCNP2(=O)C=C(c3ccccc3)OC(c3ccccc3)=C2)c1)c1cccs1	-4	1.6	25	-48	-0.5	-0.1	-2	2.1	-98
N#CC1=C2SCN(Cc3ccco3)CN2C(=O)CC1c1c(F)cccc1Cl (stereo unspecified)	x	5.4	-21	19	-2.1	0.3	-3	0.6	79*
Cc1ccc(S(=O)(=O)NCC(=O)N(CC(=O)NCc2ccco2)C2CCCC2)cc1	-7	-3.4	-28	9	-6.0	-0.1	12	-0.3	2
O=C(Nc1ccc(Cl)cn1)c1cc2c(s1)-c1ccccc1OC2	-2	0.1	1	-15	0.0	0.3	-8	-0.2	23
O=C(CCSCCc1ccccn1)Nc1c(F)cc(F)cc1Br	-4	-1.8	-3	1	-4.2	-1.3	-5	0.0	-7
CC(C)(C)NC(=O)C(Cc1ccccc1)NS(=O)(=O)c1ccc2c(c1)CCC(=O)N2 (stereo unspecified)	-5	2.8	-7	-13	0.2	0.4	1	0.4	6
Continuation.
SMILES	GalR3 antagonist	VIM-2 inh	DNA FID counter	NS3 helicase inh	IMP-1 inh	OXTR agonist	GPR7 antag	V1aR counter	PHOSPHO1 inh
Cc1cc(C)nc(SCc2nc3nc(C)cc(C)n3c2Br)n1	-12	7.0	-24	0	-0.4	-1.3	0	0.3	31
OCCNCCCCOc1ccc(F)cc1	-4	-1.0	-2	-8	-2.9	1.0	-1	0.1	45
CS(=O)(=O)N1CCc2cc(C(=O)O)ccc21	-1	-1.6	-2	-1	-2.1	0.9	-7	0.8	-17
O=C(Nc1ccc2c(c1)OCO2)C1CCN(S(=O)(=O)c2cccs2)CC1	-6	-0.8	-1	20	0.4	3.9	23	3.3	-23
COc1ccc(C(=O)Cn2c(=O)oc3ccc(C)cc32)cc1	-10	0.3	-15	4	0.2	1.7	2	0.8	x

Molecules from the list above containing a tert-butyl group, in the order listed:
SMILES	GalR3 antagonist	VIM-2 inh	DNA FID counter	NS3 helicase inh	IMP-1 inh	OXTR agonist	GPR7 antag	V1aR counter	PHOSPHO1 inh
COc1ccc(C(C)(C)C)cc1NC(=O)COC(=O)C(C)C	-5	-1.6	-30	-5	-4.6	-2.0	6	-1.2	-8
C/C(CC(=O)NC(C)(C)C)=N\NC(=O)c1ccco1	-5	-6.8	-2	10	-3.3	-0.7	-6	-0.5	-4
CC(C)(C)NC(=O)C(Cc1ccccc1)NS(=O)(=O)c1ccc2c(c1)CCC(=O)N2 (stereo unspecified)	-5	2.8	-7	-13	0.2	0.4	1	0.4	6

Assay outcomes (PubChem BioAssay)
